T cell modulator: modulators of CD8 T cell-vesicle binding, primary screen, mouse 2C CD8+ T cells, flow cytometry | 2C CD8+ T cell-vesicle binding; active compounds read low | calls only at 7 µM | actives 0.068% (n = 330,000) | AID 2052, 2009;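 active = response, share of CD8 T cells binding vesicles, and their 90th percentile fluorescence all below set limits, cut at about 80% in these data, passing the limit was not always enough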
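System: murine 2C transgenic CD8+ T lymphocytes; also added: QL9-loaded Drosophila micro-vesicles; times: binding 1.5 h at 37 °C; measured by: flow cytometry, PE anti-B7-1 (FL2) versus Alexa647 anti-CD8 (FL8), PFA-fixed; control set: Peptide-free naked vesicles (low) and QL9 vesicles with 0.7% DMSO vehicle (high)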
T cell modulator vesicle-bound %: recorded beside T cell modulator, whose call it bears; double positive events, %; measured here: CD8+ vesicle-bound cell fraction;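 binding gate set so that unloaded-vesicle control wells show 10% double positive cells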
An asterisk follows results filed as active; i = inactive. Some of the compounds tested (hit frequency here may not be typical).

SMILES	T cell modulator	T cell modulator vesicle-bound %
Cc1nnc(SCC(=O)Nc2nccs2)o1	i	70
COc1ccccc1C1C2=C(CCCC2=O)N(CC(=O)O)C2=C1C(=O)CCC2	i	2
CCC(C)(C)NC(=O)C(c1ccc(OC)cc1)N(C(=O)CCC(=O)Nc1cc(C)on1)c1ccc2c(c1)OCCO2 (stereo unspecified)	i	41
O=C(NCc1ccc(Cl)cc1Cl)Nc1ccccc1	i	30
CCn1ccc(=O)c2cc3c(cc21)OCO3	i	19
COCCN(C(=O)COC(=O)c1cc2ccccc2cc1OC)c1c(N)n(Cc2ccccc2)c(=O)[nH]c1=O	i	31
Cc1ccc(-n2nc3c(=O)n(C(C)C(=O)NCCC4=CCCCC4)nc(C)c3c2C)cc1 (stereo unspecified)	i	5
COc1cccc(/C=C(/C#N)c2nc3ccccc3[nH]2)c1OC(C)C(=O)O (stereo unspecified)	i	35
COc1ccc(NC(=O)CN2CCN(c3ccccc3C)CC2)cc1	i	60
Nc1ccc(C(=O)N2CCN(S(=O)(=O)c3ccc4c(c3)OCCO4)CC2)cc1[N+](=O)[O-]	i	16
CCOc1ccccc1NC(=O)COC(=O)c1cc(C)oc1C	i	24
CSCCC(NS(=O)(=O)c1ccc2c(c1)Cc1cc(S(=O)(=O)NC(CCSC)C(=O)O)ccc1-2)C(=O)O (stereo unspecified)	i	35
O=C(CSc1nc(=O)n(CCCN2CCOCC2)c2c1CCC2)Nc1ccc(F)cc1	i	28
CC1CN(Cc2cc(=O)oc3cc(O)c(Cl)cc23)CC(C)O1 (stereo unspecified)	i	31
Fc1ccccc1NC(=S)NC1CCCC1	i	48
COCCn1c(SCc2cccc(F)c2)nc2cc(C(=O)OC)ccc2c1=O	i	19
COc1ccc(C2=NN(C(=O)CSc3nc(=O)n4cccc(C)c4n3)C(c3ccc(C)cc3)C2)cc1 (stereo unspecified)	i	54
O=C(NC1CCSc2ccccc21)c1ccc(F)cc1 (stereo unspecified)	i	26
CCCOc1ccc(/C=C2/C(=O)ON=C2C)cc1OCC	i	62
CCc1ccc(NC(=O)C(C)Sc2ccc(S(=O)(=O)N3CCN(C)CC3)cn2)cc1 (stereo unspecified)	i	19

Overlap with the part before: six entries; new compounds follow.
SMILES	T cell modulator	T cell modulator vesicle-bound %
Fc1ccccc1NC(=S)NC1CCCC1	i	48
COCCn1c(SCc2cccc(F)c2)nc2cc(C(=O)OC)ccc2c1=O	i	19
COc1ccc(C2=NN(C(=O)CSc3nc(=O)n4cccc(C)c4n3)C(c3ccc(C)cc3)C2)cc1 (stereo unspecified)	i	54
O=C(NC1CCSc2ccccc21)c1ccc(F)cc1 (stereo unspecified)	i	26
CCCOc1ccc(/C=C2/C(=O)ON=C2C)cc1OCC	i	62
CCc1ccc(NC(=O)C(C)Sc2ccc(S(=O)(=O)N3CCN(C)CC3)cn2)cc1 (stereo unspecified)	i	19
COc1ccc(OCCN(C)CC(=O)Nc2c(C)cccc2C)cc1	i	53
CCOC(=O)N1CCN(C(=O)CCc2ccc(S(=O)(=O)NC(C)(C)C)cc2)CC1	i	49
Cc1nc(-c2cccc(NC(=O)c3ccc(Br)o3)c2)cs1	i	23
CC(=O)NCc1ccc(C(=O)CSc2nnc(C3CC3)n2C2CC2)cc1	i	28
CCc1nc2ccc(C(=O)N(C)CC(=O)Nc3cccc(F)c3)cc2nc1CC	i	41
O=C(Cc1cccs1)Nc1ccc(F)cc1F	i	60
CC(C)[C@H](N)c1cn([C@@H](CC(N)=O)C(=O)N2CCNCC2)nn1	i	14
O=C(CN1CCCC1)Nc1sc2c(c1C(=O)Nc1ccc(Br)cc1)CCC2	i	19
COc1ccc(C(CC(=O)O)N2C(=O)CCC2=O)cc1 (stereo unspecified)	i	60
COc1ccc(N(CC(=O)NCCc2ccc(OC)c(OC)c2)S(=O)(=O)c2c(C)noc2C)cc1	i	14
CCn1c(SCC(=O)c2c(N)n(C3CC3)c(=O)[nH]c2=O)nnc1-c1ccoc1C	i	51
O=C(NCc1cnc2ccccn12)C1CCC(=O)N(Cc2ccccc2F)C1 (stereo unspecified)	i	42
O=[N+]([O-])c1cccnc1Sc1ccc(Cl)cc1	i	8
Cc1nn(CCC(=O)N2CCN(S(=O)(=O)c3ccc(Cl)cc3)CC2)c(C)c1C	i	35
O=C(NCCCN1CCCC1=O)c1cccc(S(=O)(=O)N2CCN(c3ccc(F)cc3)CC2)c1	i	30
COc1cccc(CC(NC(C)=O)C(=O)NC2CCN(C(=O)c3ccc(Cl)cc3)CC2)c1OC (stereo unspecified)	i	44
CC(C)N(Cc1nnc(-c2ccc(Cl)cc2)o1)C(=O)c1cc2ccccc2o1	i	38
Cc1ccc(-c2ccc(=O)n(CC(=O)NCCC(C)C)n2)cc1	i	10
COc1cccc(CNc2ccc3[nH]c(=O)[nH]c3c2)c1OCc1ccc(F)cc1	i	51
Cc1nc(NC(=O)COC(=O)C(C)NC(=O)c2ccccc2)c(Cl)cc1Cl (stereo unspecified)	i	32
Cc1[nH]c2ccc(C(=O)NCCCN3CCOCC3)cc2c1C	i	5
O=C(NCCC1CC1(Cl)Cl)c1ccc([N+](=O)[O-])cc1 (stereo unspecified)	i	53
COc1ccccc1N(C)S(=O)(=O)c1ccc(C(=O)Nc2ccc(C(N)=O)cc2)cc1	i	36
CC(=O)c1cccc(S(=O)(=O)NC2CCSc3ccccc32)c1 (stereo unspecified)	i	45
COc1ccccc1NS(=O)(=O)c1cc(C(=O)NCc2ccncc2)ccc1C	i	39
OC1CCC(Nc2ncnc3sccc23)CC1 (stereo unspecified)	i	18
COc1ccc(S(=O)(=O)N2CCN(c3ccccn3)CC2)c(OC)c1	i	58
CCN(CC)CCCNC(=S)N1CCN(c2nc3ccccc3n2CC)CC1	i	33
C/C(Cl)=C/Cc1c(C)[nH]c2c(ccc3ccccc32)c1=O	i	61
Cc1ccc2c(c1)CCCN2S(=O)(=O)c1cccc(C(=O)Nc2ccccc2C(=O)O)c1	i	11
COc1ccc(NC(=O)CN(C)C(=O)c2cccc(S(=O)(=O)Nc3ccc(F)cc3)c2)cc1	i	55
CNC(=O)CN1C(=O)NC(c2ccccc2)(c2ccccc2)C1=O	i	58
Cc1ccccc1NC(=O)CSc1nc2ncc(Cl)cc2[nH]1	i	30
COCCN(C(=O)c1snc(C(N)=O)c1N)C(C(=O)NC1CCCCC1)c1ccc(OC)c(OC)c1 (stereo unspecified)	i	50
CCCCc1cc(=O)oc2cc(OCC(=O)NCc3ccccn3)ccc12	i	16
CC(=O)Nc1ccc(S(=O)(=O)NC2Cc3ccccc3C2)cc1	i	31
COc1ccc(Br)cc1C(=O)NC(=S)Nc1ccc(CN2CCOCC2)cc1	i	10
COC(=O)c1sc(NC(=O)COc2cccnc2[N+](=O)[O-])c(C(=O)OC)c1C	i	31
O=C(COc1ccccc1)NCC(=O)N1CCCC1	i	48
CN1C2CCC1CC(NS(=O)(=O)c1cccc(C(F)(F)F)c1)C2 (stereo unspecified)	i	27
COc1ccccc1NC(=O)c1cc(S(=O)(=O)N2CCCCCC2)ccc1F	i	44
Cc1ccc(C(=O)Nc2cc(C(F)(F)F)ccc2-n2cncn2)o1	i	30
CCOC(=O)C1=C(c2ccccc2)NC(=O)NC1c1cc(OCC)c(O)c([N+](=O)[O-])c1 (stereo unspecified)	i	48
O=C(c1cccc(S(=O)(=O)N2CCOCC2)c1)N1CCC(Cc2ccccc2)CC1	i	43
COCCNC(=O)c1cc(-c2ccccc2C)n(CC2CC(c3cccc([N+](=O)[O-])c3)=NO2)n1 (stereo unspecified)	i	14
CCOc1ccc(CCNC(=O)COC(=O)c2nn(C)c(=O)c3ccccc23)cc1OCC	i	47
O=C(Nc1ccc(Cl)cc1)C(Cl)C(=O)c1ccccc1 (stereo unspecified)	i	17
CNC(=O)C(C)Sc1ccc(S(=O)(=O)N2CCOCC2)cn1 (stereo unspecified)	i	24
CN1CCN(C(=O)c2cnn(-c3ccccc3)c2NC(=O)c2ccccc2Cl)CC1	i	56
Cc1ccc(S(=O)(=O)N2CC(C(=O)O)=CC[C@H]2c2ccc3c(c2)OCO3)cc1	i	42
CNS(=O)(=O)c1cc(NC(=O)c2cnc(SC)n2-c2ccccc2)ccc1C	i	38
COc1ccc(-c2nc(CSCC(=O)NC3CCCC3)c(C)o2)cc1OC	i	4
COc1ccccc1C(=O)NCCC(=O)NC(C)CCc1ccccc1 (stereo unspecified)	i	35
COc1ccc([C@@H]2CC=C(C(=O)O)CN2S(=O)(=O)c2ccc(C)cc2)cc1OC	i	29
Cc1noc(C)c1S(=O)(=O)N(C)C[C@H]1Oc2ccc(NC(=O)C3CCCCC3)cc2C(=O)N([C@H](C)CO)C[C@@H]1C	i	11
COc1ccc(N(C(=O)c2snc(C(N)=O)c2N)C(C(=O)NCC2CCCO2)c2ccc(C)o2)cc1OC (stereo unspecified)	i	16
Cc1noc(C)c1NC(=O)N(C)C[C@@H]1Oc2ccc(NS(=O)(=O)c3c(C)noc3C)cc2C(=O)N([C@H](C)CO)C[C@H]1C	i	47
CCOc1ccccc1C(=O)Nc1ccc(S(=O)(=O)Nc2nccc(C)n2)cc1	i	64
COc1cc(-c2nnc(COC(=O)CSCC(=O)Nc3cc(C)on3)o2)cc(OC)c1OC	i	48
CC1CCC(NC(=O)c2ccc(-n3cncn3)c([N+](=O)[O-])c2)CC1 (stereo unspecified)	i	57

In the list so far, these have a CF3 group:
SMILES	T cell modulator	T cell modulator vesicle-bound %
CN1C2CCC1CC(NS(=O)(=O)c1cccc(C(F)(F)F)c1)C2 (stereo unspecified)	i	27
Cc1ccc(C(=O)Nc2cc(C(F)(F)F)ccc2-n2cncn2)o1	i	30

Continued:
SMILES	T cell modulator	T cell modulator vesicle-bound %
O=C1NC(=O)/C(=C/c2ccccc2Cl)N1	i	22
Cn1c(CCNC(=O)c2ccco2)nc2cc(NC(=O)c3ccccc3)ccc21	i	30
O=C(COC(=O)c1nc(Cl)ccc1Cl)NC(=O)c1ccccc1	i	36
COc1ccccc1NC(=O)C(C)OC(=O)c1cccc(-n2cnnn2)c1 (stereo unspecified)	i	42
Cc1cc(C(=O)OCC(=O)Nc2cccc(S(N)(=O)=O)c2)c(C)o1	i	24
CC(=O)Nc1ccc(NC(=O)CSc2ccc3nnc(-c4cccnc4)n3n2)cc1	i	44
COc1ccc(N(C(=O)c2ccn[nH]2)C(C(=O)NC2CCCC2)c2ccc(F)cc2)cc1 (stereo unspecified)	i	23
COc1ccc2c(CC(=O)N[C@@H](Cc3c[nH]c4ccccc34)C(=O)O)cc(=O)oc2c1	i	13
CC(C)CCNC(=O)C1c2ccccc2Oc2ccccc21	i	58
CSCCC(NC(=O)c1ccco1)C(=O)NCCc1ccc(F)cc1 (stereo unspecified)	i	33
O=C(CCl)N(Cc1cc(=O)[nH]c2ccccc12)c1ccccc1	i	52
CC1Cc2ccccc2N1CC(=O)Nc1ccc2c(c1)OCCCO2 (stereo unspecified)	i	48
CC1(C(=O)O)CCC(C(=O)Nc2ccc(F)cc2)C1(C)C (stereo unspecified)	i	44
CCc1cccc(C)c1NC(=O)COC(=O)CC1CCCC1	i	8
CCN(CC(=O)Nc1ccccc1C(F)(F)F)C(=O)CCc1nc2sc3c(c2c(=O)[nH]1)CCCC3	i	35
CCN1CCN(C(=O)/C=C/c2ccc(OC)cc2)CC1	i	41
O=c1cnc2ccccc2n1Cc1ccccc1C(F)(F)F	i	30
Cc1ccccc1NC(=O)NC1(C(=O)NCC2CCCO2)CCCCC1 (stereo unspecified)	i	15
COc1cc(COCC(O)CN2C(C)CCCC2C)cc(OC)c1OC (stereo unspecified)	i	59
C=CCn1c(C)nc2c(cnn2-c2ccccc2)c1=O	i	70

In another format: entries from further up
Molecule: CN1C2CCC1CC(NS(=O)(=O)c1cccc(C(F)(F)F)c1)C2 (stereo unspecified)
  T cell modulator: i | T cell modulator vesicle-bound %: 27
Molecule: CCCOc1ccc(/C=C2/C(=O)ON=C2C)cc1OCC
  T cell modulator: i | T cell modulator vesicle-bound %: 62
Molecule: CSCCC(NS(=O)(=O)c1ccc2c(c1)Cc1cc(S(=O)(=O)NC(CCSC)C(=O)O)ccc1-2)C(=O)O (stereo unspecified)
  T cell modulator: i | T cell modulator vesicle-bound %: 35

Later entries
SMILES	T cell modulator	T cell modulator vesicle-bound %
COc1ccc(Nc2ccc(Cl)nn2)cc1	i	40
CC1=C(C(=O)Nc2ccc(C(=O)NCCC(C)C)cc2)SCCO1	i	35
C/C(CC(=O)Nc1ccccn1)=N\NC(=O)c1ccc([N+](=O)[O-])cc1Cl	i	36
Cc1nn(C(C)C(=O)NCCCN2CCCC2)c(=O)c2nn(-c3ccccc3)c(C)c12 (stereo unspecified)	i	5
COc1ccc(Cl)cc1S(=O)(=O)N1CCCC(C(=O)N2CCOCC2)C1 (stereo unspecified)	i	9
Cc1nnsc1C(=O)NC1CCCc2c1cnn2-c1cc(F)cc(F)c1 (stereo unspecified)	i	7
COCCNC(=O)c1ccc2c(=O)n(Cc3ccco3)c(SCC(=O)Nc3ccc(OC)cc3OC)nc2c1	i	28
S=C(Nc1ccc(Br)cc1Cl)N1CCCC1	i	23
CCOc1ccc(CCNC(=O)c2nnn(CC(=O)Nc3ccc(C)cc3)c2N)cc1OCC	i	28
CCOC(=O)c1ccc(NC(=O)C2CCCN(c3cnccn3)C2)cc1 (stereo unspecified)	i	3
COc1cc(CNCCCN2CCOCC2)cc(Cl)c1OCC(=O)NC(C)(C)C	i	34
CN(C(=O)c1ccc(NC(=O)Cc2ccc(NC(=O)C3CCN(C(=O)C4CCCC4)CC3)cc2)cc1)C1CC1	i	34

Assay outcomes deposited in PubChem by NMMLSC.
